Screening data: PubChem, several laboratories
Efflux pump inh: inhibitors of Candida antifungal efflux pumps expressed in yeast; S. cerevisiae Candida pump triplex, Nile Red efflux; inhibition, % at 10 µM; 330,000 compounds, 0.44% hits;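 active means plate passing quality check with inhibition over a set limit, or well fluorescence over plate mean plus 4 SD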;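 further: Nile Red retained in pooled yeast measured as flow cytometry median fluorescence; 0% = buffer negative control and 100% = Enniatin B positive control; higher means more Nile Red kept so more efflux inhibition; some compounds called inactive have numbers as strong as hits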
CTSL1 counter: cathepsin L1 inhibition, PFM18AAP counter-screen. inhibition, % at 5.96 µM. AID 1906. recombinant F. hepatica cathepsin L1, Z-Leu-Arg-MCA fluorescence. 300,000 compounds, 0.49% hits;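 active means inhibition above the mean of all tested compounds plus 3 SD, set per screening campaign, cut at about 17% in these data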;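 further: 0% = plate median of test compound wells and 100% = 1 µM Z-Phe-Ala-diazomethylketone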
PP5 inh: blocks human protein phosphatase 5 activity; P53041; purified PP5c, OMFP substrate fluorescence; inhibition, % at 6.7 µM; 320,000 compounds, 0.18% hits; AID 1987;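 active means inhibition above the campaign's mean inhibition across all tested compounds plus 3 SD, cut at about 9.5% in these data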;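 further: 0% = DMSO only and 100% = 100 µM cantharidin control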
core dimer inh: HCV core protein dimerization inhibition; AID 1899; inhibition, % at 5 µM; TR-FRET GST/Flag-core106 dimerization, 1536-well; 300,000 compounds, 0.33% hits;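 active means inhibition above the mean of all tested compounds plus 3 SD, set per screening campaign, cut at about 45% in these data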
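Assay system: Tagged HCV core106 pair (GST and Flag) | Buffer or medium: KF-containing HEPES buffer, pH 7.45, DTT, CHAPS, BSA | Also added: Eu donor and XL665 acceptor anti-tag antibodies | Dosing: One concentration, 5 µM, in 0.5% DMSO | Timing: 4 h at 22.5 °C | Technique: TR-FRET 671 and 617 nm emission | Repeats: Singlicate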
TPT1 inhibitor: C. albicans TPT1 enzyme inhibition. recombinant caTPT1, FP RNA substrate dephosphorylation. inhibition, % at 5 µM. 300,000 compounds, 0.81% hits. AID 1962;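 active means inhibition above the mean of all tested compounds plus 3 SD, set per screening campaign, cut at about 24% in these data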;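 further: plate controls were DMSO alone for no effect and ferristatin control at 100 nM for full effect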
GASC-1 inh: human JMJD2C demethylase inhibition. AID 2099. GST-JMJD2C(1-420) H3K9me3 demethylation, DELFIA europium. Q9H3R0. 330,000 compounds, 0.069% hits. inhibition, % at 2.35 µM;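 active means more than half of a compound's replicate wells show inhibition beyond 50%, single wells judged on their own value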;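 further: signal counts dimethyl H3K9 product captured on neutravidin plate; 0% = median of DMSO wells and 100% = 0.3 times that DMSO median; strong numbers were not always called active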
PP1 inh: PP1-alpha (human) inhibition in PP5 counter-screen; P62136; inhibition, % at 6.7 µM; 320,000 compounds, 0.9% hits; purified PP1alpha, OMFP fluorescence;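 active means inhibition above the mean inhibition of all tested compounds plus 3 SD, computed separately for each screening campaign, cut at about 15% in these data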
Target sequence (P62136 whole entry, looked up): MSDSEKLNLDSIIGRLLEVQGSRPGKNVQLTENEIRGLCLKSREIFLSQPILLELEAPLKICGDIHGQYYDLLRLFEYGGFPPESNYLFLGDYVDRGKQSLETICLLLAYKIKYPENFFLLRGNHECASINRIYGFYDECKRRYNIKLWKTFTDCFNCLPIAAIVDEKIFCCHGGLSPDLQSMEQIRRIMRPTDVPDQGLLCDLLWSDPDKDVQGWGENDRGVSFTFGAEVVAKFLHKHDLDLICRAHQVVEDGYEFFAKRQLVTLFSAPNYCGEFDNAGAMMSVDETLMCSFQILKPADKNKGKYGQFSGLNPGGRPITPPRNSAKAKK
procasp7 counter: counter-screen for procaspase-3 activators: activators of human procaspase-7; P55210; recombinant procaspase-7, Ac-DEVD-pNA absorbance 405 nm; D23A/D198A/D206A triple mutant, cannot self-cleave; scale: DMSO 0, 5 µM enzyme 100; activation, % at 8.5 µM; 330,000 compounds, 0.093% hits;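 active means percent activation above the screen-wide mean plus 3 SD, cut at about 25% in these data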
Target sequence (P55210 whole entry D23A/D198A/D206A): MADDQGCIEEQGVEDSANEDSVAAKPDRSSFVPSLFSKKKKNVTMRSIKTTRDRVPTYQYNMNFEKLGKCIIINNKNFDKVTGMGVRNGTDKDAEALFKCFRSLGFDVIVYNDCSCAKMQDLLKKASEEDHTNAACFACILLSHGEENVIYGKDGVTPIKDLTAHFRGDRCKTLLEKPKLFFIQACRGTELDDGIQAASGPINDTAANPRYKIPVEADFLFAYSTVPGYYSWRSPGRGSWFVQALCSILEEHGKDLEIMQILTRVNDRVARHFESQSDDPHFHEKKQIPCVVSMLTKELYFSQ
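Assay system: Uncleavable procaspase-7 mutant enzyme; Input: 2 µM procaspase-7 mutant as dispensed; Also added: DEVD-pNA substrate; Medium: Zinc-free HEPES pH 7.4 with 300 mM NaCl, 0.01% Triton X-100; Timing: 1 h compound preincubation, 2 h substrate cleavage, 25 °C; Measured by: Epi-absorbance of released pNA at 405 nm, two timepoints.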
proCasp3 act: procaspase-3 (human) activation; P42574; AID 463141; 330,000 compounds, 0.11% hits; recombinant procaspase-3 D3A, Ac-DEVD-pNA absorbance 405 nm; activation, % at 8.5 µM;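 active means activation above the mean of all tested compounds plus 3 SD, cut at about 21% in these data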;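 further: 0% = DMSO alone and 100% = DMSO wells spiked with extra 5 µM PC-3 D3A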
Target sequence (P42574 whole entry D9A/D28A/D175A): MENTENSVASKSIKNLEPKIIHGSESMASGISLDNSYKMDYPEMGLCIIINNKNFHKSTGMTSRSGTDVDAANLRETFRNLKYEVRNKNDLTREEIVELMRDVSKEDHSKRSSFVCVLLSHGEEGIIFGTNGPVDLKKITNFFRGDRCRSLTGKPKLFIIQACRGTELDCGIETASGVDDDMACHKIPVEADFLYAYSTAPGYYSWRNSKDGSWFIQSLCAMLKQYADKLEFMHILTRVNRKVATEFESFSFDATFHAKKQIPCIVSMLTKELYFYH
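Compound: 8.5 µM single point, 0.8% DMSO / Material: Autoprocessing-dead procaspase-3 D3A mutant enzyme / Timing: 1 h preincubation plus 2 h reaction at 25 °C / Medium: Zinc-free HEPES/NaCl buffer with 0.01% Triton X-100 at pH 7.4 / Technique: 405 nm absorbance of p-nitroaniline, reads at 0 and 120 min / Repeats: one well per compound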
* = called active by the depositor; . = not tested or not shown. Compounds as they come; overall some 2.9% were active at least once.

SMILES	Efflux pump inh	CTSL1 counter	PP5 inh	core dimer inh	TPT1 inhibitor	GASC-1 inh	PP1 inh	procasp7 counter	proCasp3 act
O=C(CSc1ccc(Cl)cc1)N1CCN(c2ccc(Cl)cc2[N+](=O)[O-])CC1	-0.1	6.5	2.0	2.6	1.2	-2.7	4.8	-0.8	4.2
CCOC(=O)CSc1nnc(CNC(=O)c2cccs2)n1-c1cc(OC)ccc1OC	-0.1	-3.7	1.2	-2.2	-1.7	1.8	2.1	-6.0	5.8
COc1ccc(NC(=O)CCNC(=O)c2ccco2)c(OC)c1	0.2	-3.1	-0.4	-1.9	1.7	-8.8	-0.9	-4.0	0.8
N=C1C(c2ccccc2)=C(O)CN1c1cccc(S(=O)(=O)Nc2cccc(C(F)(F)F)c2)c1	-0.1	-1.0	4.2	0.3	-1.5	-2.9	-4.1	-16.3	-1.1
COc1cccc(NS(=O)(=O)c2ccc(NC(C)=O)cc2)c1	-0.2	-0.6	-1.1	0.7	-0.2	18.7	-2.0	-0.2	0.4
Cc1c(C)c2ccc(OS(C)(=O)=O)c(C)c2oc1=O	-0.2	2.3	0.8	8.3	2.6	-8.6	-3.1	3.7	-2.9
NC(N)=NCCC[C@H](NC(=O)OCc1ccccc1)C(=O)O	.	-0.5	-4.7	-7.5	1.0	2.2	-2.5	-1.7	3.4
O=C(Oc1ccccc1)c1ccc2c(c1)C(=O)N(Cc1ccncc1)C2=O	-0.1	0.4	0.9	1.1	-1.6	2.6	-2.7	2.5	6.5
CCc1c(C)nc(SC/C=C/c2ccccc2)[nH]c1=O	-0.3	-2.6	0.4	-1.2	-2.0	-6.1	0.8	3.3	-2.5
Cc1cccc(OCc2nnc(SCC(=O)O)n2Cc2ccccc2)c1	0.1	-1.9	-2.5	0.1	1.2	9.0	-0.8	-3.3	-0.4
COc1ccc(-c2csc(NC(=O)C3CC(=O)N(Cc4ccccc4)C3)n2)cc1OC (stereo unspecified)	0.1	0.4	0.6	16.0	6.2	-5.8	-3.3	-1.5	2.6
CCCCN(C(=O)c1cccc(S(=O)(=O)N2CCOCC2)c1)c1c(N)n(CCC)c(=O)[nH]c1=O	0.2	-1.5	-1.3	-0.6	3.4	0.0	-1.4	1.2	3.5
O=C(Nc1nc2c(s1)CCc1ccccc1-2)c1cccs1	-0.2	0.7	3.1	10.1	-3.2	2.3	3.8	5.0	5.0
CN1C(=O)OC(C)(C)C1=O	0.0	-5.0	-1.4	3.5	-1.0	-1.6	0.2	-2.0	12.4
COc1ccccc1N1CCN(CC(=O)Nc2ccc(-n3cnnn3)cc2)CC1	0.9*	-0.7	1.6	-1.8	1.4	16.7	1.7	0.3	-5.0
Cc1cc(C)c(S(=O)(=O)N2CCCOC2CNC(=O)C(=O)NCc2ccccn2)c(C)c1 (stereo unspecified)	0.0	-4.1	-0.7	4.0	-1.9	6.4	-1.5	-2.4	12.4
CC1O[C@@H](O[C@H](C)CC/C=C/C(=O)O)C(O)C[C@H]1O (stereo partly specified)	-0.1	-1.1	-0.9	9.3	2.5	-3.6	1.6	0.4	8.5
Cc1nn(Cc2ccc([N+](=O)[O-])cc2)c(=O)n1-c1cccc(F)c1	0.0	-1.2	-1.5	-0.7	-4.0	0.4	0.7	9.0	-1.2
O=C(COc1ccc(Br)cc1)Nc1ccc(S(=O)(=O)Nc2ccccn2)cc1	-5.5	4.7	1.3	-7.1	-3.4	7.4	-0.1	4.4	1.4
O=C(COC(=O)CNC(=O)c1ccccc1F)Nc1ccc2c(c1)OCCO2	0.0	0.1	-2.7	2.0	55.5*	-36.0	-1.8	8.1	2.3
COCCNC(=O)c1cccc(OC2CCN(C(C)COc3ccccc3)CC2)c1 (stereo unspecified)	-0.1	-1.3	-0.4	0.1	1.5	-11.6	0.1	13.3	-6.7
CCN(CC)S(=O)(=O)c1ccc(N2CCOCC2)c(NC(=O)C(C)(C)C)c1	0.0	-0.9	0.9	0.2	-6.4	1.8	-0.8	8.3	5.5
CCn1cc(CN2CCCC(C(=O)Nc3ccc(-c4cscn4)cc3)C2)cn1 (stereo unspecified)	-0.2	0.6	-1.0	-3.1	-0.3	3.3	-1.5	16.8	-7.5
COc1cc2ncnc(Nc3ccc4c(c3)OCO4)c2cc1OC	0.1	1.1	1.6	-6.2	0.5	7.9	-0.2	2.3	2.6
COc1ccc(Br)c(-c2nc(CS(=O)(=O)c3ccc(F)cc3)no2)c1	0.0	2.7	2.2	7.9	3.4	19.3	0.1	5.7	5.0
Cc1cc(=O)n2[nH]c(N3C(=O)CCC3=O)nc2n1	0.0	1.4	-2.3	-9.3	-2.3	-6.5	-5.6	11.8	5.9
N#Cc1ccc(NC(=O)Cn2cnc(S(=O)(=O)N3CCOCC3)c2)cc1	-0.3	-0.6	0.5	0.4	-0.2	6.2	-2.9	-1.1	-3.3
COCCNC(=O)C(=O)NCCN1CCOCC1	0.1	2.4	-0.8	1.2	-6.6	-1.6	-1.7	6.2	-5.3
CC(C)c1ccc(OCC(=O)NNC(=S)NC(=O)c2ccco2)c(Br)c1	-0.1	-1.1	-1.6	7.2	1.2	-0.6	7.7	-1.6	-3.1
COc1ccc(CCn2c(N)cc(=O)[nH]c2=S)cc1OC	-0.2	2.4	1.9	-7.8	2.0	0.1	2.6	6.7	10.1
C/C(=N\NC(=O)C(c1ccncc1)N1CCOCC1)c1ccc(Br)cc1 (stereo unspecified)	-0.3	-0.9	3.2	-9.0	-4.2	19.0	2.5	2.4	4.6
COc1cccc(OC)c1-c1nnc(-c2cn(C)c3ccccc23)o1	-0.1	-2.2	0.8	11.2	-1.7	-6.7	-2.8	-6.8	-3.1
Cc1ccccc1NC(=O)/C(C#N)=C/c1ccsc1	0.1	4.3	-0.6	-3.8	-0.4	6.1	3.5	-5.9	-2.1
CC1=C(C(=O)Nc2ccccc2)C(c2ccc(O)cc2)N2C(=O)CSC2=N1 (stereo unspecified)	0.0	7.1	-6.3	2.2	-0.5	5.4	0.7	9.6	-0.9
COC(=O)Cc1c(C)c2ccc(OC(C)C)cc2oc1=O	-0.1	1.0	-1.5	-1.9	-0.4	1.9	-2.4	2.7	3.5
O=C1NC(Cc2ccc(O)cc2)c2nc3cc(F)ccc3c(=O)n2-c2cc(Cl)ccc21 (stereo unspecified)	-0.2	.	.	.	.	-1.7	.	6.8	-3.5
CCCCC(=O)N/N=C(\C)c1cccc(NC(=O)C2CC2)c1	0.1	-1.4	-0.2	-8.9	-3.8	-9.0	1.3	8.0	11.7
CCN(CC)S(=O)(=O)c1ccc(N2CCN(c3ccccc3O)CC2)nc1	0.0	0.4	3.2	12.6	-1.8	-4.5	0.9	-3.0	7.9
Cc1cc(=O)n2c(C)n[nH]c2n1	-0.1	-17.1	-0.1	-8.8	-4.5	.	-2.1	3.2	-0.8
CC(CC(=O)OCC(=O)NC1CCS(=O)(=O)C1)c1ccccc1 (stereo unspecified)	-0.2	.	.	.	.	-0.9	.	-8.2	3.5
COc1ccc(NC(=O)C2CCCN(c3cnccn3)C2)cc1 (stereo unspecified)	-0.4	-0.7	0.8	-9.7	-2.6	3.9	-2.0	0.2	2.0
CCOc1ccc(C(=O)NCC(=O)N2CCCCCCC2)cc1	0.1	.	-2.2	.	.	-0.7	-3.8	5.0	2.1
COc1ccc(C2CC(c3ccc(Cl)cc3)=NN2C(=O)c2cccc([N+](=O)[O-])c2)cc1 (stereo unspecified)	-0.1	-1.9	1.4	15.6	0.0	3.8	-2.6	-0.6	5.2
O=C(Nc1ccccc1)C1C2CCCCC21 (stereo unspecified)	0.0	-5.7	3.6	5.6	1.1	-10.7	-2.3	2.9	-2.5
CCOC(=O)N1CCN(C(=O)C2CC(=O)N(c3ccccc3)C2)CC1 (stereo unspecified)	0.8	0.8	3.1	4.4	0.9	0.5	-18.5	-4.1	-0.1
O=C(O)/C=C/C(=O)N1Cc2cc3ccccc3nc2C1	-0.2	-1.2	-1.0	1.7	1.2	2.8	-0.7	3.1	2.0
C=CCN1C(=O)C2C3C=CC(C2C1=O)C1C2C(=O)N(CC=C)C(=O)C2C31 (stereo unspecified)	0.7	-4.6	-0.4	0.3	-1.6	-6.5	-4.6	2.6	-9.4
O=C(CSc1ccc(-c2ccccn2)nn1)Nc1ccc(F)cc1F	0.3	-2.0	0.8	0.6	-2.9	15.0	-3.7	11.2	-4.9
COc1cc(C(C(=O)NC(C)(C)C)N(Cc2ccc3c(c2)OCO3)C(=O)c2cnccn2)cc(OC)c1OC (stereo unspecified)	0.0	-2.0	0.2	0.6	2.2	-3.5	0.6	10.3	2.2
O=C(CN(Cc1ccc(F)cc1)C(=O)CCC(=O)Nc1ccccn1)NCc1ccc(F)cc1	-0.1	-1.9	-0.5	9.3	-2.3	3.4	-0.8	16.3	4.0
CC(C)(C)CC(=O)Nc1nnc(SCC(=O)NCc2cccs2)s1	-0.2	-5.0	2.6	10.5	-2.0	-5.1	-4.9	-2.0	8.0
O=C(CN1/C(=C(/O)c2ccccc2)C(=O)c2ccccc2S1(=O)=O)c1ccccc1	-0.1	0.8	2.5	-2.2	-0.4	4.8	8.0	-14.4	1.9
CCCNC(=O)CCc1cc(C(C)(C)C)c(O)c(C(C)(C)C)c1	0.5	-5.5	4.1	-12.6	3.0	-10.4	1.1	2.1	1.1
O=C(Nc1ccc(F)cc1F)c1c(C(F)(F)F)ccnc1Oc1cccc(C(F)(F)F)c1	-0.1	1.5	1.3	-2.8	3.7	5.4	-1.7	1.6	5.2
Nc1nc(Cl)nc(N(c2ccccc2)c2ccccc2)n1	-0.2	-6.2	1.0	-3.9	-0.1	1.7	1.3	9.1	1.7
O=C(COc1ccc(Br)cc1)N(CCO)CCO	-0.2	-1.1	-1.8	1.6	0.0	-10.0	-4.9	-1.7	-3.2
COC(=O)Nc1ccc(S(=O)(=O)n2cnc3ccccc32)cc1	-0.1	-6.4	2.8	-0.5	1.2	-0.2	1.6	-1.5	6.6
c1csc(-c2nnc(N3CCCCCC3)c3ccccc23)c1	-0.1	2.8	5.0	1.4	1.4	-12.7	7.9	-6.9	1.4
C/C(N)=C(/C#N)C(=O)COc1ccc(Cl)cc1Cl	0.1	-2.0	0.3	0.1	-4.1	6.8	-0.2	-5.0	7.2
